High-throughput results from PubChem BioAssay.
HT1080 IDH1KD tx: qHTS for induction of synthetic lethality in tumor cells producing 2HG: qHTS for the HT-1080-IDH1KD cell line; HT-1080 IDH1 knockdown viability, ATP luminescence, 48 h; Potency, µM (top dose mostly 46.1 µM), for inactives: at the highest dose activity, negative = toxicity, actives largely listed as cytotoxic; 2% of 360,000 active;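 note: potency is the fitted concentration of half-maximal effect; 0% = DMSO wells and -100% = cell-free medium wells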
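% activity derives from luminescence (CellTiter-Glo), normalised to DMSO and no-cell wells. HT-1080-IDH1KD cells, 750/well, had 48 h compound exposure at 37 °C.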
ATXN2 expr inh: Primary qHTS for Inhibitors of ATXN expression | HEK-293 ATXN2-luciferase reporter, luminescence, 24 h | Potency, µM (top dose mostly 57 µM), for inactives: top-dose activity change, negative = inhibition, actives largely listed as inhibitors | 0.72% of 360,000 active; note: potency is the fitted concentration of half-maximal effect; % is set by controls: 0 for no effect and ±100 for the full control effect; nearly all actives have a fitted effect of over 55% in size
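qHTS (up to 57 uM final) was run with 24 h compound exposure of reporter cells at 37 °C. Each well was multiplexed: SteadyGlo luminescence measured ATXN2-luciferase expression after a fluorogenic Gly-Phe-AFC viability readout (25 uM final).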
KB-3-1 cytotox: qHTS assay for MDR1-selective chemotherapeutics: Primary screen using the parental adenocarcinoma cell KB-3-1; Potency, µM (titrated, usually from 46.1 µM), for inactives: at the highest dose activity change, negative = cytotoxic, hits mostly cytotoxic; 1.4% of 400,000 active; KB-3-1 viability, CellTiter-Glo ATP luminescence, 72 h; AID 1347075, 2019; note: potency is the fitted concentration of half-maximal effect; % is set by controls: 0 for no effect and ±100 for the full control effect; nearly all actives have a fitted effect of over 60% in size
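Multi-concentration cytotoxicity screen in KB-3-1 cells grown in DMEM lacking phenol red with 10% FBS. After 72 h at 37 °C with compound, ATP-dependent luminescence was recorded.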
SW480 rereplic: A quantitative high throughput screen for small molecules that induce DNA re-replication in SW480 colon adenocarcinoma cells; SW480 DNA re-replication, Hoechst DNA content imaging, 48 h; Potency, µM (top dose mostly 46.1 µM), without a hit: at the top dose re-replication activation, hits mostly activators; 1.8% of 340,000 active; AID 624297, 2012; note: potency is the fitted concentration of half-maximal effect; % of control where 0% means no effect; nearly all actives have a fitted effect of over 55% in size
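Cells (250 per well) received 23 nL compound or DMSO by pin tool and were kept 48 hr at 37 C, 5% CO2. Nuclei were then stained with Hoechst for 40 min and scanned for DNA content.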
MCF10A rerep: A quantitative high throughput screen for small molecules that induce DNA re-replication in MCF 10a normal breast cells; MCF 10A DNA re-replication, Hoechst nuclear intensity, 48 h; Potency, µM (top dose mostly 46.1 µM), for inactives: at the top dose activity, positive = re-replication, usual class: activators; 2.9% of 350,000 active; AID 624296, 2012; note: potency is the fitted concentration of half-maximal effect; % of control where 0% means no effect; nearly all actives have a fitted effect of over 50% in size
IL-1B inflam inh: qHTS for Inhibitors of Inflammasome Signaling: IL-1-beta AlphaLISA Primary Screen | THP-1 LPS/ATP IL-1B secretion, AlphaLISA, 16 h; hits give low values | activity change, % at 57.5 µM | 4.7% of 360,000 active; in the data active = activity change below about -50%; inconclusive = mostly about -30% to -49%; note: % is set by controls: 0 for no effect and ±100 for the full control effect
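THP-1 cells pretreated 1 hr with compounds (up to 57.5 uM final), then stimulated with LPS (250 ng/mL final) plus ATP (1.25 mM final); secreted IL-1B measured by AlphaLISA after 16 hr, decreased signal indicating inhibition.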
S2 tox: Viability Counterscreen for Primary qHTS for Inhibitors of ATXN expression. S2 cells (HEK-293 line with an ATXN2-luciferase reporter) viability, CellTiter-Fluor protease fluorescence, 24 h. Potency, µM (doses to about 56.7 µM), hits mostly cytotoxic. 0.49% of 400,000 active. AID 651635, 2014; note: potency is the fitted concentration of half-maximal effect; nearly all actives have a fitted effect of over 40% in size
HT1080NT lethal: qHTS for induction of synthetic lethality in tumor cells producing 2HG: qHTS for the HT-1080-NT fibrosarcoma cell line | 1.6% of 360,000 active | AID 686970, 2013 | HT-1080-NT fibrosarcoma viability, CellTiter-Glo ATP luminescence, 48 h | Potency, µM (series often up to 46.1 µM), for the others: at the highest dose activity, negative = less viability, most hits filed as cytotoxic;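 note: NT is the 2HG producing partner of a matched IDH1 knockdown line; potency is the fitted concentration of half-maximal effect; 0% = DMSO-treated cells and -100% = media-only wells without cells; nearly all actives have a fitted effect of over 55% in size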
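Luminescent CellTiter-Glo readout after 48 hours of compound exposure at 37 degrees C defined viability of HT-1080-NT cells. Activity was normalized to DMSO wells and cell-free media wells; concentration-response curves were fitted and assigned curve classes.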
HepG2 tox: qHTS for Inhibitors of TGF-b: Cytotox Counterscreen; 0.76% of 410,000 active; Potency, µM (doses to about 46.1 µM), inactives show top-dose activity change, negative = cytotoxicity, hits mostly cytotoxic; HepG2 CAGA-GFP viability, ATP luminescence, 18 h; note: potency is the fitted concentration of half-maximal effect; some results filed as inactive show a strong effect at the top dose
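HepG2 CAGA-GFP cells (1000/well, DMEM with 1% FBS) received compound, then TGF-beta at 500 pg/mL final, and were incubated 18 hours at 37 degrees C. Viability was read by CellTiter-Glo luminescence. Media-only wells were set as complete cell-killing and DMSO as no toxicity.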
An asterisk follows results filed as active; i = inactive; ? = inconclusive; / = not tested or not shown; [ ] = another dose, or the depositor's remark. Unless noted, calls come from the whole dose curve; as a rule, active = well fitted curve in the direction sought with a large enough effect; inconclusive = small, poorly fitted or top-dose-only effect, or another doubt; inactive = no such curve, though single readings can be large; an effect the other way counts as inactive or inconclusive. Compounds as they come. About 8.9% of those tested had a hit in this group.

SMILES	HT1080 IDH1KD tx	ATXN2 expr inh	KB-3-1 cytotox	SW480 rereplic	MCF10A rerep	IL-1B inflam inh	S2 tox	HT1080NT lethal	HepG2 tox
CCOC(=O)CN1C(=O)S/C(=C/c2ccc(O)c([N+](=O)[O-])c2)C1=O	-25%	-4%	?	0%	0%	0	i	18µM*	-11%
CCCCC(=O)N(c1ccc2oc(C)c(C(C)=O)c2c1)S(=O)(=O)c1ccc(F)cc1C	/	-5%	0%	/	/	/	i	/	-12%
CC(=O)Nc1ccc(S(=O)(=O)Nc2c(NC3CCCCC3)c3ccccc3oc2=O)cc1	3%	/	2%	-10%	0%	0	i	4%	-19%
Cc1ccc(NC(=O)OCc2ccccc2S(C)=O)cc1 (stereo unspecified)	-12%	-19%	-8%	1%	1%	-1	i	-1%	3%
O=C(CNC(=O)c1ccc(Br)cc1)N/N=C/c1ccc[nH]1	-11%	5%	4%	-12%	?	29	i	0%	8%
COc1cc(/C=C/C(=O)OCC(=O)Nc2ccc(NC(C)=O)cc2)cc(S(=O)(=O)N2CCc3ccccc32)c1OC	-2%	16%	-4%	-26%[1.84 µM]	-7%	?	?	?	-24%
COc1ccc(S(=O)(=O)NNC(=O)C2COc3ccccc3O2)cc1[N+](=O)[O-] (stereo unspecified)	9%	7%	20%	?	?	-15	i	10%	5%
CC(C)N(Cc1nnc(-c2ccccc2Br)o1)C(=O)c1cc(Cl)nc2ccccc12	-25%	-24%	?	?	-1%	39	i	13%[9.24 µM]	2%
CN(Cc1ccccc1)C(=O)c1cccc(NC(=O)Cc2ccc(NC(=O)C3CCN(C(=O)c4ccccc4)CC3)cc2)c1	8%	11%	-1%	-83%[inhibitor][9.22 µM]	3%	19	?	7%	-2%
COc1cccc(CNc2nc3c(-c4ccccc4)nnn3c3ccccc23)c1	/	14%	-2%	/	/	/	i	/	-4%
Cc1ccc(-n2nnnc2SCC(=O)N2Cc3ccccc3CC2C(=O)O)cc1 (stereo unspecified)	5%	-15%	-2%	-24%	1%	8	i	11%	0%
O=C(COc1ccc(Cl)cc1)c1ccc(O)cc1O	-15%	34%	3%	0%	9%	-67*	i	-14%	-34%
COc1ccc(NC(=O)Nc2nnc(Cc3ccc(OC)c(OC)c3)s2)cc1	-25%	-5%	27%	?	9%	78	i	-21%	5%
CCC(Sc1nc(C)cc(C)n1)C(=O)Nc1ccc(S(N)(=O)=O)cc1 (stereo unspecified)	12%	-4%	3%	0%	-5%	6	i	19%	-1%
Cc1noc(C)c1NC(=O)Nc1cccc2c1O[C@H](CN(C)S(=O)(=O)c1ccccc1)[C@@H](C)CN([C@H](C)CO)C2=O	10%	2%	-4%	-11%	-9%	-3	i	6%	-4%
COCCCNC(=O)CCc1ccc(S(=O)(=O)Nc2ccc(C)cc2)cc1	-3%	-6%	0%	-2%	-14%	19	i	-1%	-20%
O=C(N/N=C/c1ccc(Br)s1)c1c[nH]c2ccccc12	-25%	19%	-21%	0%	12%	-81*	i	-6%	-31%
CC(=O)C[C@@H]1OC2CCCCC2N1S(=O)(=O)c1ccc(C)cc1 (stereo partly specified)	-5%	/	7%	/	/	0	/	0%	/
Cc1ccc(CNC(=O)c2ccc(NC(=O)CCS(=O)(=O)c3cccs3)cc2)cc1	-7%	1%	26%	2%	-9%	-12	i	-15%	-53%
Clc1ccc(Cl)c(OCCN2CCCC2)c1	4%	/	1%	-4%	10%	2	i	-1%	-10%
O=C(c1ccc2ccccc2n1)N1CCN(c2ccccc2)CC1	-6%	24%	1%	1%	17%	21	i	6%	-2%
COCCN(C(=O)C(C)C)c1nnc(-c2ccc(C)cc2)s1	-3%	10%	-6%	13%	25%	-22	i	2%	-10%
CCOC(=O)c1ccccc1NC(=O)COC(=O)CSCC(=O)Nc1cc(C)on1	0%	-3%	8%	-1%	3%	2	i	0%	4%
O=C(Cc1ccccc1)Nc1ccc(NC(=O)c2ccccc2)nc1	23%	6%	27%	1%	6%	-28	i	28%	-2%
COc1cccc(/C(O)=C/c2nc3ccc(C(=O)NCCc4ccc(Cl)cc4)cc3[nH]c2=O)c1	?	?	21µM*	12µM*	8.2µM*	28	?	18µM*	2%
CC(C)c1nn2c(=O)cc(COC(=O)c3cccs3)nc2s1	/	3%	9%	/	/	/	i	/	-4%
CC1CCN(C(=S)Nc2ccc(SC(F)F)cc2)CC1	8%	35%	-27%	-5%	-2%	-17	i	-1%	-54%
Cc1ccnc(NS(=O)(=O)c2ccc(N3C(=O)c4ccccc4C3=O)cc2)n1	-3%	-18%	?	0%	-2%	-11	i	-5%	-1%
O=C(Nc1ccc(C(F)(F)F)cc1)c1cc(S(=O)(=O)N2CCCc3ccccc32)ccc1F	/	?	?	/	/	/	?	/	-30%
COC(=O)Cc1c(O)ccn(Cc2ccc3c(c2)OCO3)c1=O	16%	-2%	12%	-4%	-1%	8	i	7%	-3%
N#CC1=C(S)N(c2ccccc2)C(c2ccc(-c3ccc(Cl)c(Cl)c3)o2)NC1=O (stereo unspecified)	-3%	/	1%	2%	3%	4	i	1%	-5%
O=C(c1cccs1)N1CCC(N2CCN(c3ccccc3)CC2)CC1	16%	-2%	1%	-1%	20%	1	i	20%	0%
O=C1CC[C@@H]2CC3(C[C@@H]4CCN1[C@H]24)Nc1cc(Cl)ccc1NC3=NC1CCCCC1 (stereo partly specified)	-6%	6%	0%	28%	?	-13	i	-5%	-44%
COc1ccc2[nH]c(C)c(CCN(Cc3cccs3)C(=S)Nc3cccc(F)c3)c2c1	-21%	?	0%	-2%	-5%	-23	?	-8%	-27%
CCN(C(=O)CSc1nc2n[nH]c(C)c2c(=N)n1-c1ccc(Cl)c(C)c1)c1cccc(C)c1	3%	/	?	?	8.2µM*	?	?	-3%	-24%
CCOc1ccc(Nc2ccnc3cc(Cl)ccc23)cc1	?	-29%	?	?	2%	-25	i	?	-25%
CCOc1cc2c(cc1/C=C/c1noc(C)c1[N+](=O)[O-])OC(C)C2 (stereo unspecified)	2%	8%	0%	4%	16%	-11	i	20%	-7%
C=CCN1C(=O)c2ccc(C(=O)OCC(=O)Nc3ccc(S(N)(=O)=O)cc3)cc2C1=O	10%	-6%	4%	4%	?	5	i	8%	-1%
CN(Cc1ccno1)Cc1cn(C)nc1-c1ccc(Oc2ccccc2)cc1	-2%	-31%	-9%	-15%	?	26	i	-1%	-28%
CCCCSCc1ccc(C(=O)O)o1	-19%	5%	3%	-6%	-5%	19	i	-5%	5%
COC(=O)c1ccc(NC(=O)CSc2nnc(COc3ccc4c(c3)CCCC4)o2)cc1	-1%	-1%	-1%	1%	-4%	10	i	10%	5%
C=CCC1(CC=C)CCCN1C(=O)C1CCC(=O)N(CCc2ccccc2)C1 (stereo unspecified)	-1%	60%[activator]	-28%	2%	7%	-16	i	1%	-17%
CC(C)C(c1nnnn1C1CCCCC1)N1CCc2ccccc2C1 (stereo unspecified)	-6%	15%	-23%	11%	2%	-79*	i	?	-8%
Cc1cccc(NC(=S)NNC(=O)c2sccc2C)c1	2%	46%[activator]	-19%	0%	5%	-7	i	12%	-9%
CCC1CCCCN1C(=O)Cn1c(=O)n(CCCC(=O)NCc2ccco2)c(=O)c2sccc21 (stereo unspecified)	16%	-11%	20%	-10%	-2%	-14	i	19%	22%
C/C(=N\Nc1cc(C)nc(-c2ccccc2O)n1)c1ccccc1	?	2%	-21%	?	?	-68*	i	?	-19%
CCOc1ccccc1NC(=O)C(c1ccccc1)N1CCN(CC(=O)N2CCCC2)CC1 (stereo unspecified)	-1%	/	1%	0%	19%	-7	i	-7%	-2%
O=C(Cn1c(=O)n(-c2ccccc2)c(=O)c2c3c(sc21)CCCC3)Nc1ccc(F)cc1	/	2%	19%	/	/	/	?	/	1%
O=C(CSc1nc2c(cnn2-c2cccc(Cl)c2)c(=O)[nH]1)NCCC1=CCCCC1	-7%	/	-4%	-3%	-8%	5	i	0%	-23%
Cc1cccc(OCC(=O)OCC(=O)N2CCN(C(=O)c3ccco3)CC2)c1C	8%	2%	15%	-11%	2%	0	i	2%	-3%
Cc1ccc(OCCn2ccc(=O)[nH]c2=O)cc1C	-1%	2%	-8%	0%	6%	21	i	-6%	-10%
CCCCN1C(=O)CC(Sc2ccccc2C(=O)O)C1=O (stereo unspecified)	1%	5%	0%	?	?	-11	i	-1%[9.24 µM]	-2%
COc1cccc(C(=O)CSc2nc3cccnc3n2C)c1	18%	12%	-3%	15%	-3%	5	i	20%	-6%
CCCCNC(=O)C1c2ccccc2Oc2ccccc21	1%	-3%	28%	-4%	-14%	-5	i	5%	-3%
C[C@H]1CCCCO[C@H](CN(C)Cc2ccccc2)[C@@H](C)CN([C@@H](C)CO)C(=O)c2cc(NC(=O)CCC(F)(F)F)ccc2O1	0%	-11%	-8%	/	/	0	i	-4%	-35%

Structures above that have bromine, in the order listed:
SMILES	HT1080 IDH1KD tx	ATXN2 expr inh	KB-3-1 cytotox	SW480 rereplic	MCF10A rerep	IL-1B inflam inh	S2 tox	HT1080NT lethal	HepG2 tox
O=C(CNC(=O)c1ccc(Br)cc1)N/N=C/c1ccc[nH]1	-11%	5%	4%	-12%	?	29	i	0%	8%
CC(C)N(Cc1nnc(-c2ccccc2Br)o1)C(=O)c1cc(Cl)nc2ccccc12	-25%	-24%	?	?	-1%	39	i	13%[9.24 µM]	2%
O=C(N/N=C/c1ccc(Br)s1)c1c[nH]c2ccccc12	-25%	19%	-21%	0%	12%	-81*	i	-6%	-31%
